RXFP1 agonist: agonists of human relaxin receptor RXFP1; Q9HBX9; HEK293T-RXFP1 cAMP TR-FRET, 30 min; response scale: percent of porcine relaxin response, buffer zero; Potency, µM (top dose mostly 57.5 µM), for the others: at the highest dose activation, hits mostly activators; hit rate 0.3% among 370,000; AID 2676; further: on the % scale 0 is the no-effect control and ±100 the full control effect; nearly all actives have a fitted effect of over 60% in size; many of its hits are not listed in these tables
Target sequence (Q9HBX9 whole entry, looked up): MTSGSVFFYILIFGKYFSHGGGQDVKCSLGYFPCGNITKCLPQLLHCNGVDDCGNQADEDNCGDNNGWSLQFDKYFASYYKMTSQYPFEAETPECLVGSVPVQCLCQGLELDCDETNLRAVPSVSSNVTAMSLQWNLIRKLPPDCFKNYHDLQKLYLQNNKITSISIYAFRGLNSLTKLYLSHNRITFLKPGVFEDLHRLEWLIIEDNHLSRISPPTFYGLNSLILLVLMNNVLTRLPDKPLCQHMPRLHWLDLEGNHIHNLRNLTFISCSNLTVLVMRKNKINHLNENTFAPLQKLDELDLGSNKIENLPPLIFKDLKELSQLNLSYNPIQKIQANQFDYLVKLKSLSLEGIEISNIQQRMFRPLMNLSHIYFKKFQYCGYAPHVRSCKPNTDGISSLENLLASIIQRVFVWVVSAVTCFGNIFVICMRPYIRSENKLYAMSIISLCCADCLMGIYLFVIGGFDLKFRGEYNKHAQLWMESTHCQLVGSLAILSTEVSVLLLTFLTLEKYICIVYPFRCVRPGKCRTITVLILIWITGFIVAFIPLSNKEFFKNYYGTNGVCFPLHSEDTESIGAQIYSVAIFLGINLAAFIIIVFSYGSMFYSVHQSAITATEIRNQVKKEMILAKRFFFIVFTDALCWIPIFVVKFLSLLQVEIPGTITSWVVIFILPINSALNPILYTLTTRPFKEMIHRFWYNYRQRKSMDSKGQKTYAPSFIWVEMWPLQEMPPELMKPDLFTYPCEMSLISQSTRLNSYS
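HEK293 cells stably expressing RXFP1, treated 30 min at 37C with compounds plus PDE4 inhibitor Ro 20174; cAMP measured by HTRF TR-FRET. Normalized to buffer and 29 nM porcine relaxin; EC50 by Hill fit.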
TrxR1 substrate: is turned over as a substrate by rat TrxR1 | Potency, µM (doses to about 114 µM), without a hit: at the top dose activity change, negative = substrate turnover | purified TrxR1 substrate turnover, NADPH consumption readout | hit rate 0.01% among 390,000 | AID 588456; further: on the % scale 0 is the no-effect control and ±100 the full control effect; nearly all actives have a fitted effect of over 50% in size
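Rat TrxR1, dispensed at 90 nM, was prereduced with 400 uM NADPH (final) for 5 min at ~22 deg C, then incubated with compound 15 min before 400 uM selenite. A first-read NADPH fluorescence drop versus no-compound background flagged substrates.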
Vif-APOBEC3F blk: Vif-A3F binding inhibition | Potency, µM (titrated, usually from 46.1 µM), without a hit: at the top dose activity, negative = active | AID 602313 | hit rate 0.2% among 390,000 | HeLa A3F-eYFP + Vif (tagged APOBEC3F with the HIV-1 protein that degrades it), YFP fluorescence increase; further: % of control where 0% means no effect; nearly all actives have a fitted effect of over 65% in size
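HeLa cells stably expressing Vif plus C-terminally eYFP-tagged A3F were seeded, incubated overnight at 37 deg C, dosed with compound, incubated overnight again at 37 deg C. Yellow fluorescence (Ex 488/Em 500-530) reported blocked Vif-mediated A3F-eYFP degradation.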
mIDH1 inhibitor: human IDH1 R132H inhibition | AID 602179 | Potency, µM (doses to about 76.6 µM), inactives show at the top dose activity change, negative = inhibition, most hits filed as inhibitors | IDH1-R132H enzyme, NADPH consumption, diaphorase/resazurin fluorescence | hit rate 0.093% among 390,000 | O75874; further: on the % scale 0 is the no-effect control and ±100 the full control effect; nearly all actives have a fitted effect of over 65% in size
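IDH1-R132H (0.5 ug/mL dispensed) in pH 7.5 Tris buffer was preincubated 30 min with compound, then given a substrate mix of 0.016 mM NADPH and 2 mM alpha-KG for 80 min at room temperature; remaining NADPH was read by diaphorase/resazurin fluorescence.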
USP1-UAF1 inh: inhibitors of human USP1/UAF1 deubiquitinase | AID 743255 | recombinant USP1/UAF1, Ub-Rhodamine cleavage fluorescence | O94782 | hit rate 0.23% among 390,000 | Potency, µM (series often up to 57.1 µM), for inactives: top-dose activity change, negative = inhibition, most hits filed as inhibitors; further: on the % scale 0 is the no-effect control and ±100 the full control effect; nearly all actives have a fitted effect of over 60% in size; inactives centre near -12
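Step one: compound is pinned into 1nM USP1/UAF1 in HEPES pH 7.8 buffer with TCEP. Step two: 15 min room-temperature incubation. Step three: Ub-Rho (150nM final) starts cleavage, tracked by fluorescence over six one-minute reads.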
Vif-A3G inh: Vif-A3G binding inhibition. Q9HC16. HeLa A3G-eYFP + Vif (tagged APOBEC3G with the HIV-1 protein that degrades it), YFP fluorescence, overnight. hit rate 0.076% among 410,000. AID 602310. Potency, µM (doses to about 46.1 µM), for inactives: at the highest dose activity, negative = active, most hits filed as inhibitors;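 further: on the % scale 0 is the no-effect control and ±100 the full control effect; nearly all actives have a fitted effect of over 60% in size; hits raise eYFP signal because A3G escapes Vif-driven loss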
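HeLa cells stably expressing Vif and C-terminally eYFP-tagged A3G, seeded overnight at 37 deg C, then exposed to compound by pintool overnight at 37 deg C. Rise in yellow fluorescence (Ex 488/Em 500-530, Acumen) marks blocked Vif-driven A3G degradation.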
rTrxR1 inhibitor: inhibitors of rat thioredoxin reductase 1; O89049; recombinant rTrxR1, NADPH fluorescence consumption, selenite substrate; Potency, µM (series often up to 114 µM), for the others: at the highest dose activity change, negative = inhibition, hits mostly inhibitors; hit rate 1% among 390,000; further: on the % scale 0 is the no-effect control and ±100 the full control effect; nearly all actives have a fitted effect of over 65% in size
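Rat TrxR1 (90 nM in the dispensed reagent) was pre-reduced with 400 uM NADPH for 5 min at room temperature, then incubated with compound for 15 min. After 400 uM selenite was added, NADPH fluorescence (Ex 340/Em 450 nm) was followed for 8 min.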
12-LOX inh: blocks human arachidonate 12S-lipoxygenase; Potency, µM (highest dose often 108 µM), inactives show top-dose activity change, negative = inhibition, most hits filed as inhibitors; AID 1671190; P18054; purified 12hLO, xylenol orange hydroperoxide absorbance; hit rate 1.1% among 580,000; further: on the % scale 0 is the no-effect control and ±100 the full control effect
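Hydroperoxide product was detected by ferrous iron/xylenol orange as the 573 to 405 nm absorbance ratio. Arachidonic acid at 40 uM (final) was turned over for 30 min at room temperature by 150 nM human 12hLO, pH 7.0 Hepes buffer, after 15 min compound preincubation.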
RGS4 inhibitor: blocks human RGS4-accelerated GTP hydrolysis | P49798 | Transcreener GDP fluorescence polarization, RGS4-accelerated GTP hydrolysis | Potency, µM (titrated, usually from 114 µM), for the others: at the top dose activity change, negative = inhibition, usual class: inhibitors | hit rate 0.039% among 390,000; further: on the % scale 0 is the no-effect control and ±100 the full control effect; nearly all actives have a fitted effect of over 75% in size; some results filed as inactive show a strong effect at the top dose
Target sequence (P49798 whole entry, looked up): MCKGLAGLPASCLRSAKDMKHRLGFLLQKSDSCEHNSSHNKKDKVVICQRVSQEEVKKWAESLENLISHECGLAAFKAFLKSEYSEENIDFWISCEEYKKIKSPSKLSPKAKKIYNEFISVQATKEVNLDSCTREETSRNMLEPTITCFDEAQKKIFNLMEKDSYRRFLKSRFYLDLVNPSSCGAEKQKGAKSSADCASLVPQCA
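MLSMR compounds (23 nl, pin-transferred) preincubated 10 min at room temperature with a 500nM (2x) first reagent, then RGS4 at 900nM (2x) plus Transcreener GDP mix added; fluorescence polarization (620/688 nm) read before and after 90 min at 30 °C.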
* hit, by the source's call; ? = inconclusive; · = not tested or not shown; & = joins results of further samples; [ ] = dose if it differs, or a comment. The call rests on the fitted dose curve; in most records, active means well fitted curve in the direction sought with a large enough effect; inconclusive means small, poorly fitted or top-dose-only effect, or another doubt; inactive means no such curve, though single readings can be large; an effect the other way counts as inactive or inconclusive. Potency means the concentration at half of the fitted maximal effect. Some of the compounds tested; the hit share may differ from the screen's.

cpd | mol | RXFP1 agonist | TrxR1 substrate | Vif-APOBEC3F blk | mIDH1 inhibitor | USP1-UAF1 inh | Vif-A3G inh | rTrxR1 inhibitor | 12-LOX inh | RGS4 inhibitor
1 | COc1ccc(C(=O)N2N=C(c3ccc(NS(C)(=O)=O)cc3)CC2c2cccs2)cc1 (configuration not stated) | 0.2% | -9% | -4% | 2% | -12% | -20% | 8%[57.1 µM] | ? | -5%
2 | Cc1cc(C)c(S(=O)(=O)N2CCN(S(=O)(=O)N3CCC(C)CC3)CC2)c(C)c1 | -1.0% | 2% | 7% | 0% | -9% | -4% | 27% | -8% | 2%
3 | O=C1[C@H]2[C@@H](c3ccccc3)N[C@]3(CCCN(Cc4ccc(Cl)cc4)C3=O)[C@H]2C(=O)N1Cc1ccccc1 | · | · | -11% | ? | -17% | -6% | · | 7.9µM* | ·
4 | Cn1nnnc1SCC(=O)Nc1ccc(Oc2ccccc2)cc1 | 2.9% | -6%[57.1 µM] | -14% | -2% | 3% | -1% | -7%[57.1 µM] | -3% | 7%
5 | Cn1cccc1CC(=O)NNC(=S)Nc1ccc(Cl)cc1Cl | 0.2% | 11% | -15% | 19% | -13% | -13% | -2% | -15% | -25%
6 | CN(C(=O)COC(=O)C1CCN(S(=O)(=O)c2cccs2)CC1)C1CCS(=O)(=O)C1 (configuration not stated) | 0.4% | -1% | -1% | 8% | -20% | 0% | -8% | -5% | -22%
7 | Cc1ccc(N2CC(C(=O)Nc3cccc(S(=O)(=O)N4CCOCC4)c3)CC2=O)cc1 (configuration not stated) | · | · | -5% | 5% | -21% | 5% | · | 7% | ·
8 | COc1ccc(NC(=O)c2cc3cc(C)ccc3[nH]2)cc1 | 24% | 11% | -3% | 32% | -1% | 3% | 8% | -12%&-14% | -8%
9 | Cn1nc(C(C)(C)C)cc1NC(=O)Nc1ccc(F)cc1F | 2.9% | -7%[57.1 µM] | 2% | 3% | -18% | -1% | 10%[57.1 µM] | -10% | -47%
10 | Nc1cc(=O)[nH]c(=O)n1CCc1ccccc1 | 1.3% | -3% | 1% | -10% | -1% | 5% | 19% | 0% | 7%
11 | Cc1ccc(C(=O)OCC(=O)N2CCC(C)CC2)cc1S(=O)(=O)N1CCOCC1 | · | · | -2% | -6% | -13% | 2% | · | ? | ·
12 | CCCOc1ccc(C(=O)Nc2ccc3oc(-c4ccncc4)nc3c2)cc1 | 1.5% | 2% | 5% | -16% | -9% | 10% | 7% | ? | 4%
13 | CC(=O)c1ccc(NC(=O)c2nn(C)c3c2COc2ccccc2-3)cc1 | 2.0% | 17% | 1% | -5% | -23% | -6% | 37%[activator] | 20%&-19% | 4%
14 | COc1ccc(F)cc1C(=O)C1CCCN(C(=O)c2cccc(N(C)C)c2)C1 (configuration not stated) | 0.0% | -13%[57.1 µM] | 6% | 8% | -16% | 1% | 17%[57.1 µM] | 0% | -20%[56.9 µM]
15 | Cc1ccc(OCc2cc(C(=O)NC(C)Cc3cnccn3)no2)cc1C (configuration not stated) | 3.0% | 0% | -1% | 7% | -5% | 1% | 5% | · | 18%
16 | CCOC(=O)c1ccccc1NC(=O)c1cc2c(=O)oc3ccc(C)cc3c2s1 | 6.7% | 2% | -10% | 14% | -16% | 4% | 9% | 0% | 13%
17 | CCc1nnc(NC(=O)c2cccnc2SC)s1 | 0.1% | -2% | 0% | -5% | -2% | -3% | 6% | 6% | -23%
18 | Cc1cccc(C(=O)N2CCN(Cc3ccc4c(c3)OCO4)CC2)c1 | 0.6% | 2%[57.1 µM] | -4% | -4% | 1% | 2% | -1%[57.1 µM] | 13% | 11%
19 | COc1ccc(CNC(=O)C2CCN(S(=O)(=O)c3c(C)noc3/C=C/c3cccs3)CC2)cc1 | 0.1% | -2% | 0% | -25% | -12% | -3% | 9% | 0% | 7%
20 | COc1cccc(OCCN2CCN(c3ncnc4c3cnn4-c3ccccc3)CC2)c1 | 0.0% | 12%[57.1 µM] | -9% | 0% | -11% | 2% | 34%[57.1 µM] | -1% | 36%
21 | Cn1nccc1C(=O)c1ccc(Cl)cc1 | 2.9% | -13% | 10% | 1% | -1% | 1% | 16%[57.1 µM] | 56%[activator] | 35%[11.4 µM]
22 | CCC(=O)Nc1ccccc1N1CCN(c2ccc(F)cc2)CC1 | 0.7% | -14% | 16% | -8% | -10% | 7% | ? | -1% | 1%
23 | COc1cccc(C(=O)OCC(=O)N2CCc3ccccc3C2)c1 | · | 2% | -2% | 3% | ? | -4% | 10% | ? | 9%
24 | CCCn1c(SCC(=O)NC2CCCCC2)nnc1-c1ccccn1 | 1.1% | 6% | -4% | 9% | -19% | -1% | 30% | 1% | -20%
25 | CC(C)[C@H](NC(=O)c1ccccc1Cl)C(=O)Nc1nc(-c2ccccn2)cs1 | 4.0% | 5%[57.1 µM] | ? | -1% | -32% | -5% | 10% | 40%[activator] | -8%
26 | CCn1c(SCC(=O)N2CCOCC2)nnc1-c1cccs1 | -0.2% | 13% | · | 8% | -5% | 2% | 15% | 21% | -9%
27 | COc1cccc(C(=O)NC2CC3CCCC(C2)N3CC(=O)Nc2ccccc2C(F)(F)F)c1 (configuration not stated) | -1.2% | 5% | 2% | -4% | -16% | -9% | 31% | -13% | 9%
28 | COc1ccc(CNC(=O)COC(=O)Cc2ccsc2)cc1 | -0.5% | 1%[57.1 µM] | -2% | -3% | -15% | -5% | 0%[57.1 µM] | 0% | -19%
29 | CN(C)C(=O)c1ccc(-c2n[nH]c(=O)c3ccccc23)cc1 | 1.3% | -4% | 9% | -2% | 1% | 0% | 22% | 2% | 24%
30 | Cc1ccc(CCNC(=O)C2CC(=O)N(C3CCCCC3)C2)cc1 (configuration not stated) | 4.6% | -1% | -9% | -6% | -9% | 5% | 22% | 13% | -9%
31 | CCOC(=O)C1CCN(C(c2cccs2)c2sc3nc(C)nn3c2O)CC1 (configuration not stated) | 0.6% | 3%[57.1 µM] | 1% | -4% | -17% | 0% | 15%[57.1 µM] | 25% | 3%
32 | CCCOC(=O)/C(=C\C=C\c1ccccc1)NC(=O)c1ccccc1 | 1.4% | -16% | 2% | -13% | -19% | -5% | -14% | ? | 9%
33 | CCOC(=O)CSc1nc(C2CC2)cc(-c2ccc(F)cc2)c1C#N | 2.0% | -10% | 0% | 4% | -13% | 0% | -14% | -16% | -35%
34 | CCCc1cc2c(cc1NC(=O)Cc1ccccc1)OCO2 | · | -5%[2.29 µM] | -2% | 5% | ? | 3% | -5%[2.29 µM] | 5% | 2%
35 | CCn1cc([N+](=O)[O-])c(C(=O)N2CCCC2)n1 | -0.4% | 9% | 10% | 2% | -13% | -1% | 23% | 0% | 13%
36 | Cc1ccc2c(c1)N(CC(=O)NCCCc1ccccc1)C(=O)c1cccnc1O2 | -0.6% | 4%[57.1 µM] | 3% | 14% | -17% | 0% | 5%[57.1 µM] | 192%[activator] | 8%
37 | CCCCNC(=O)Nc1ccnn1C1CCCCC1 | -0.9% | -4%[11.4 µM] | 11% | -2% | -2% | 6% | -9%[11.4 µM] | 0% | -5%
38 | CCC(C(=O)OC)n1cnc2scc(-c3ccc(C)c(C)c3)c2c1=O (configuration not stated) | 0.6% | -10% | -4% | 0% | -21% | -3% | -4% | -26% | -21%
39 | O=C(NCC(=O)N1CC(O)CC1C(=O)N1CCCC1C(=O)OCc1ccccc1)OCc1ccccc1 (configuration not stated) | -2.5% | -1% | 9% | 0% | -16% | -4% | 22% | 0% | 15%
40 | CC(=O)OCc1nc2sc3c(c2c(=O)[nH]1)CCCC3 | -2.0% | -1% | -5% | 5% | -3% | 2% | 3% | 0% | 3%
41 | COc1ccc(/C=C/C(=O)OCC(=O)Nc2ccc(C)cc2)cc1S(=O)(=O)N1CCOCC1 | 1.1% | -1% | 5% | 7% | -19% | 2% | 4% | -5% | -9%
42 | Cc1oc(-c2cccc(Cl)c2)nc1CN1CCCC(C(=O)NC(C)c2ccc3c(c2)OCCO3)C1 (configuration not stated) | 2.2% | -9%[57.1 µM] | 4% | 12% | -10% | -15% | -15%[57.1 µM] | 69%[activator] | -4%
43 | CCN(CC)c1ccc(/C=N/N=C(N)N)c(O)c1 | 6.5% | 4%[57.1 µM] | ? | -10% | -17% | ? | 12%[57.1 µM] | -6% | -22%[56.9 µM]
44 | Cc1ccc(NC(=O)NC2CCCCCCC2)cc1C | 0.8% | -5% | 1% | -7% | -3% | 1% | 2% | 6% | 1%
45 | C[C@H]1COC(=O)CC/C=C\C[C@H](CC(=O)N(CCO)Cc2ccccc2)C(=O)N1 | · | 10% | -13% | 13% | -17% | 1% | 16% | 3% | 12%
46 | COc1ccccc1OCC(=O)Nc1c2c(nn1-c1ccc(C)cc1)CS(=O)(=O)C2 | 2.4% | -1% | 3% | 12% | -22% | -3% | -9% | -17% | -9%
47 | CN(C)c1ccc(C2NC(=O)c3ccccc3N2)cc1 (configuration not stated) | -1.9% | -5%[57.1 µM] | 1% | 12% | -17% | -20% | 11%[57.1 µM] | 48%[activator] | -15%

An excerpt from above, reduced to RXFP1 agonist and Vif-APOBEC3F blk.
nr	Structure	RXFP1 agonist	Vif-APOBEC3F blk
40	CC(=O)OCc1nc2sc3c(c2c(=O)[nH]1)CCCC3	-2.0%	-5%
45	C[C@H]1COC(=O)CC/C=C\C[C@H](CC(=O)N(CCO)Cc2ccccc2)C(=O)N1	·	-13%

High-throughput results as filed in PubChem BioAssay.
